Source: PubChem BioAssay (National Center for Advancing Translational Sciences (NCATS))
USP2a inhib – blocks human ubiquitin-specific protease USP2a. O75604. USP2a enzymatic assay, qHTS inhibition. Potency, µM (series often up to 38.3 µM), without a hit: at the highest dose activity change, negative = inhibition, hits mostly inhibitors. actives 0.1% (n = 60,000). AID 927;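 also: potency is read from the fitted curve at half-maximal effect; nearly all actives have a fitted effect of over 60% in size; plate controls were DMSO for no effect and NEM full inhibition control for full effect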
Target sequence (O75604 whole entry, looked up): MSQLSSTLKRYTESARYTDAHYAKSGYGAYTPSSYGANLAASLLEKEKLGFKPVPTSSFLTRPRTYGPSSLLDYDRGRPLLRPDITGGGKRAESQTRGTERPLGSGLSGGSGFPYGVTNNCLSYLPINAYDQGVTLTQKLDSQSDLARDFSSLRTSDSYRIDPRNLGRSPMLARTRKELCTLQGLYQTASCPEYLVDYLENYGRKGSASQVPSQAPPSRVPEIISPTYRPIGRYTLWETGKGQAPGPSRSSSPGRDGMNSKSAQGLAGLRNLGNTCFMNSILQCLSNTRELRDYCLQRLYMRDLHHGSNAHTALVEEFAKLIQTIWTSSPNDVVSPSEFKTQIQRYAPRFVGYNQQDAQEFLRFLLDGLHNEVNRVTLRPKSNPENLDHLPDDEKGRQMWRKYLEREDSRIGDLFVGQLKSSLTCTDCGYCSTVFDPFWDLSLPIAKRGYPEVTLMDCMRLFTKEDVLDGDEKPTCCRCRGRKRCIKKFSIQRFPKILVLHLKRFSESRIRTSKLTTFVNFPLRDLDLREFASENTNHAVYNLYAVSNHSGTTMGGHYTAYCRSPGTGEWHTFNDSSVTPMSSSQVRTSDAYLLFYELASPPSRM
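Coupled readout: USP2-cleaved Ub-PLA2 (20nM final) turns over NBD C6-HPC (20uM final), Ex 460nm/Em 535nm after 2.5 h, time-zero read flagging artifacts. Enzyme (20nM final, pH 8.0 Tris) given 30 min RT with compound first; NEM defines full inhibition.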
Casp1 inh – caspase-1 (human) inhibition, allosteric or competitive. P29466. actives 0.03% (n = 75,000). Potency, µM (doses to about 57.5 µM), inactives show top-dose activity change, negative = inhibition, actives largely listed as inhibitors. Caspase-1 enzyme, Ac-WEHD-AFC fluorogenic rate;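 also: potency is read from the fitted curve at half-maximal effect; plate controls were vehicle for no effect and no substrate for full effect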
ERK AVP inh – inhibitors of vasopressin-stimulated ERK signaling pathway; actives 0.99% (n = 72,000); Potency, µM (top dose mostly 57.5 µM), without a hit: top-dose activity, negative = inhibition, usual class: inhibitors; HEK293-V1b, vasopressin-stimulated pERK AlphaScreen; also: potency is read from the fitted curve at half-maximal effect; % is scaled to controls: 0 for no effect and ±100 for the full control effect; nearly all actives have a fitted effect of over 55% in size
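HEK293 cells stably expressing V1b receptor, preincubated 30 min at 37 °C with compound, then stimulated 5 min with 25 nM vasopressin. Phospho-ERK by AlphaScreen SureFire after 5 h RT; normalized to DMSO and vasopressin; AC50 by Hill fit.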
HEK293 cAMP ctrl – counter-screen for TSHR agonists: cAMP increase in parental HEK293 | Potency, µM (highest dose often 57.1 µM), for the others: top-dose activation, hits mostly activators | actives 2.5% (n = 73,000) | parental HEK293 CNG cAMP sensor, membrane potential fluorescence; also: potency is read from the fitted curve at half-maximal effect; % of control where 0% means no effect; nearly all actives have a fitted effect of over 55% in size
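Parental HEK 293 cells stably expressing a cAMP-gated CNG channel were loaded with membrane potential dye containing 100 uM RO 20-1724 for 60 min. Compound added for 30 min; depolarization read as fluorescence intensity at 590 nm.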
Caspase-7 inhib – caspase-7 (human) inhibition, allosteric or competitive | P55210 | recombinant caspase-7, Ac-DEVD-AFC fluorescence rate | Potency, µM (titrated, usually from 57.5 µM), for inactives: at the top dose activity change, negative = inhibition, usual class: inhibitors | actives 0.02% (n = 75,000) | AID 889; active = well fitted inhibition curve with a large enough effect in the main read-out, with a control signal flat, not every such curve was filed as active; inconclusive = small, poorly fitted or top-dose-only effect, or a change in a side signal; also: potency is read from the fitted curve at half-maximal effect; % of control where 0% means no effect
Tau fil binding – binds recombinant human tau filaments; P10636; recombinant tau filaments, thioflavin S fluorescence, 15 h; filaments grown with octadecylsulfate alongside compound; Potency, µM (highest dose often 57.1 µM), for inactives: top-dose activity change, negative = inhibition; actives 2% (n = 71,000);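 also: potency is read from the fitted curve at half-maximal effect; % is scaled to controls: 0 for no effect and ±100 for the full control effect; actives lower thioflavin S fluorescence by blocking filaments or displacing dye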
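Tau 2 uM in ThS buffer dispensed; compound added; 60 uM ODS added (finals 1 uM tau, 30 uM ODS); 15 h 37 C; fluor ex450/em510.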
TexasRed autofl – compounds fluorescent in Texas Red spectral region; Compound fluorescence, Texas Red channel, 547/618 nm; hits give high values; max dye-equivalent concentration, M; actives 0.06% (n = 59,000); in the data active = max dye-equivalent concentration above about 10 nM; inconclusive = between about 1.1 nM and that limit
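Compound titrations in 100 mM Tris pH 8.0 were incubated 15 min at room temperature and read at 547 nm excitation / 618 nm emission. Texas Red six-point standard curve on each plate converted fluorescence to dye-equivalent concentration.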
FLuc inh – inhibitors of firefly luciferase; Potency, µM (series often up to 57.1 µM), without a hit: at the top dose activity change, negative = inhibition, actives largely listed as inhibitors; purified firefly luciferase, luminescence, 8 min; actives 2.2% (n = 72,000); AID 411; also: potency is read from the fitted curve at half-maximal effect; % is scaled to controls: 0 for no effect and ±100 for the full control effect; nearly all actives have a fitted effect of over 40% in size
Target sequence (P08659 whole entry, looked up): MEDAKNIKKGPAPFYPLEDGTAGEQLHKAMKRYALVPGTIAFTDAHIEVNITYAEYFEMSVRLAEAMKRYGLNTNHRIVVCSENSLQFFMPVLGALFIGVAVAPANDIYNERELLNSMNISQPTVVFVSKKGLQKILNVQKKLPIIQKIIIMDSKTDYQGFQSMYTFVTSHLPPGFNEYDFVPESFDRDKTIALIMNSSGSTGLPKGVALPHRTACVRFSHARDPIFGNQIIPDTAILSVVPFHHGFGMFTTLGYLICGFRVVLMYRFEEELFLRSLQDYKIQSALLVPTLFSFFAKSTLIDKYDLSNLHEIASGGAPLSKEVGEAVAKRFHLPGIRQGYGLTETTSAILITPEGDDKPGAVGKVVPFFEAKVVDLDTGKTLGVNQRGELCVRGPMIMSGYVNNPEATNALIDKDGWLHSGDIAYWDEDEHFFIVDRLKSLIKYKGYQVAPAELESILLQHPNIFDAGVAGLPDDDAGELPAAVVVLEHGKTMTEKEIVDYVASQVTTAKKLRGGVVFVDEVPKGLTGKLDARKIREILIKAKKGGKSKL
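Here, luciferase activity is measured as luminescence following an 8 min room-temperature reaction at 10 uM ATP, pH 7.2. Every library sample is titrated.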
HADH2 inh – HADH2 (human) dehydrogenase inhibition. Q99714. recombinant HADH2, NADH fluorescence, beta-hydroxybutyryl-CoA. Potency, µM (titrated, usually from 57.1 µM), for the others: top-dose activity change, negative = inhibition, usual class: inhibitors. actives 3.4% (n = 73,000). AID 886; also: potency is read from the fitted curve at half-maximal effect; % is scaled to controls: 0 for no effect and ±100 for the full control effect; nearly all actives have a fitted effect of over 60% in size; many of its hits are not listed in these tables
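Activity measured as NADH fluorescence gain (360/450 nm), taken as the change between first and last reads of a 4-min kinetic run. Conditions: pH 9.0 Tris buffer, 20 nM E. coli-expressed His-tagged enzyme, 1 mM NAD+, 90 uM beta-hydroxybutyryl-CoA; 15-min compound preincubation.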
Fluorescein autfl – compound fluoresces in the fluorescein spectral region; actives 0.91% (n = 59,000); max fluorescein-equivalent concentration, M; AID 593; Compound autofluorescence, 480/540 nm, fluorescein-equivalent; hits give high values; in the data active = max fluorescein-equivalent concentration above about 10 nM; inconclusive = between about 1.1 nM and that limit
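Autofluorescence profiling; 100 mM Tris, pH 8.0; incubation 15 min at RT; ex/em 480/540 nm; result as fluorescein-equivalent concentration.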
Rhodamine fluor – rhodamine region autofluorescence. max dye-equivalent concentration, M. actives 0.05% (n = 59,000). Rhodamine-region fluorescence, 547/598 nm, Tris buffer; hits give high values; in the data active = max dye-equivalent concentration above about 11 nM; inconclusive = between about 1.1 nM and that limit
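Read-out is relative fluorescence at 547 nm excitation and 598 nm emission, expressed as dye-equivalent concentration using rhodamine standards on every plate. Each compound was profiled across a concentration series after 15 min in 100 mM Tris, pH 8.0.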
The depositor's hits bear a star; [ ] = another dose, or the depositor's remark. Unless noted, calls follow the shape of the dose curve; as a rule, active = well fitted curve in the direction sought with a large enough effect; inconclusive = small, poorly fitted or top-dose-only effect, or another doubt; inactive = no such curve, though single readings can be large; an effect the other way counts as inactive or inconclusive. These rows are one share of the data (hit frequency here may not be typical).

Screening Cn1c(=O)[nH]c(=O)c2c1nc(N1CCCCC1)n2CCOc1ccccc1 returned USP2a inhib 7%, Casp1 inh -1%, ERK AVP inh inconclusive, HEK293 cAMP ctrl inconclusive, Caspase-7 inhib -1%, Tau fil binding 3%, TexasRed autofl inconclusive, FLuc inh -3%, HADH2 inh 4%, Fluorescein autfl inactive and Rhodamine fluor inactive.
CCCc1cc(C(=O)N2CCN(S(=O)(=O)c3ccc(OC)c(OC)c3)CC2)cs1 was read as USP2a inhib 25%, Casp1 inh -1%, ERK AVP inh -16%, HEK293 cAMP ctrl 4%, Caspase-7 inhib -2%, Tau fil binding 0%, TexasRed autofl inactive, FLuc inh -4%, HADH2 inh 7%, Fluorescein autfl inactive and Rhodamine fluor inactive.
CN1CCN(c2ncnc3ccc(-c4ccc5c(c4)OCO5)cc23)CC1 was read as USP2a inhib 45%[activator], Casp1 inh -1%, ERK AVP inh inconclusive, HEK293 cAMP ctrl 18%, Caspase-7 inhib 3%, Tau fil binding 3%, TexasRed autofl inactive, FLuc inh 1%[2.29 µM], HADH2 inh 0%, Fluorescein autfl inactive and Rhodamine fluor inactive.
Screening c1cncc(-c2cc(-c3cc(-c4cccnc4)n[nH]3)[nH]n2)c1 returned Casp1 inh -3%[11.5 µM], ERK AVP inh 5%[11.5 µM], HEK293 cAMP ctrl 4%[11.4 µM], Caspase-7 inhib 0%[11.5 µM], Tau fil binding -1%[11.4 µM], TexasRed autofl inconclusive, FLuc inh 3%[11.4 µM], HADH2 inh 3%[11.4 µM], Fluorescein autfl inactive and Rhodamine fluor inactive.
Screening CCOc1ccc(NC(=O)CSc2nc3ccccc3c(=O)n2CCNC(C)=O)cc1 returned USP2a inhib -3%, Casp1 inh 3%, ERK AVP inh -8%, HEK293 cAMP ctrl 12%, Caspase-7 inhib 1%, Tau fil binding 16%, TexasRed autofl inactive, FLuc inh -1%, HADH2 inh -3%, Fluorescein autfl inconclusive and Rhodamine fluor inactive.
Screening O=C(Nc1cnc2ccccc2c1)c1ccncc1 returned Casp1 inh -3%, ERK AVP inh -18%, HEK293 cAMP ctrl 7%, Caspase-7 inhib -1%, Tau fil binding 2%, FLuc inh inconclusive and HADH2 inh 20%.
For O=C(c1ccco1)N1CCN(C(=O)C2CCN(S(=O)(=O)c3cccc4nsnc34)CC2)CC1 the results were USP2a inhib 3%, Casp1 inh -4%, ERK AVP inh 32%[activator], HEK293 cAMP ctrl inconclusive, Caspase-7 inhib -1%, Tau fil binding -69%, TexasRed autofl inactive, FLuc inh 2%, HADH2 inh 4%, Fluorescein autfl inactive and Rhodamine fluor inactive.
For COc1ccc(CCNC(=O)CSc2nnc(-c3ccccc3)o2)cc1OC the results were USP2a inhib -3%, Casp1 inh 1%, ERK AVP inh -18%, HEK293 cAMP ctrl -11%, Caspase-7 inhib 1%, Tau fil binding 9%, TexasRed autofl inactive, FLuc inh -6%, HADH2 inh 5%, Fluorescein autfl inconclusive and Rhodamine fluor inactive.
For CC1CCN(c2ccc(NC(=O)c3cccnc3)cc2)CC1 the results were USP2a inhib 13%, Casp1 inh 4%, ERK AVP inh -24%, HEK293 cAMP ctrl -11%, Caspase-7 inhib 2%, Tau fil binding -25%, TexasRed autofl inconclusive, FLuc inh -28%, HADH2 inh -17%, Fluorescein autfl inconclusive and Rhodamine fluor inactive.
For CC1CCN(C(c2cc3cc4c(cc3[nH]c2=O)OCO4)c2nnnn2CC2CCCO2)CC1 (configuration not stated) the results were USP2a inhib 7%, Casp1 inh -1%, ERK AVP inh 4%, HEK293 cAMP ctrl 4%, Caspase-7 inhib 1%, Tau fil binding 7%, TexasRed autofl inactive, FLuc inh 4%, HADH2 inh inconclusive, Fluorescein autfl inconclusive and Rhodamine fluor inactive.
For COc1ccccc1OCCNC(=O)c1cccs1 the results were USP2a inhib -4%, Casp1 inh -3%, ERK AVP inh -8%, HEK293 cAMP ctrl 19%, Caspase-7 inhib 0%, Tau fil binding 0%, FLuc inh -3% and HADH2 inh -7%.
Screening CCOC(=O)N1CCN(S(=O)(=O)c2ccc(C(=O)Nc3nc4c(s3)CC(C)CC4)cc2)CC1 (configuration not stated) returned USP2a inhib 31%[activator], Casp1 inh -1%, ERK AVP inh -5%, HEK293 cAMP ctrl 11%, Caspase-7 inhib 0%, Tau fil binding 4%, TexasRed autofl inactive, FLuc inh 1%, HADH2 inh 58%[activator], Fluorescein autfl inactive and Rhodamine fluor inactive.
Cc1cc2ccccc2n1CCNC(=O)C1CCCC1 was read as USP2a inhib 20%, Casp1 inh inconclusive, ERK AVP inh 25%, HEK293 cAMP ctrl inconclusive, Caspase-7 inhib -17%, Tau fil binding 66%, TexasRed autofl inactive, FLuc inh -2%, HADH2 inh -4%, Fluorescein autfl inconclusive and Rhodamine fluor inactive.
COc1ccc(OCC(=O)Nc2ccc(NC(=O)c3ccco3)cc2)cc1 was read as USP2a inhib 12%, Casp1 inh -2%, ERK AVP inh -13%, HEK293 cAMP ctrl 3%, Caspase-7 inhib -1%, Tau fil binding 89%, FLuc inh 0% and HADH2 inh 8%.
For Cc1ccccc1C#N the results were Casp1 inh 6%, ERK AVP inh 21%, HEK293 cAMP ctrl 13%, Caspase-7 inhib -1%, Tau fil binding -2% and HADH2 inh 0%.
For C=CC(C)n1c(Br)nc2c1c(=O)[nH]c(=O)n2C (configuration not stated) the results were USP2a inhib 5%, Casp1 inh 1%, ERK AVP inh 2%, HEK293 cAMP ctrl 3%, Caspase-7 inhib 0%, Tau fil binding -10%, TexasRed autofl inactive, FLuc inh 1%, HADH2 inh 11%, Fluorescein autfl inconclusive and Rhodamine fluor inactive.
`CCN1C(=O)/C(=C\N2CCCc3ccccc32)SC1=S` gave USP2a inhib 0%, Casp1 inh -2%, ERK AVP inh -5%, HEK293 cAMP ctrl 12%, Caspase-7 inhib -4%, Tau fil binding -22%, TexasRed autofl inconclusive, FLuc inh -1%, HADH2 inh -15%, Fluorescein autfl 2e-08M* and Rhodamine fluor inactive.
Screening O=C(Nc1ccc2c(c1)OCO2)C1CCCN(S(=O)(=O)Cc2ccccc2)C1 (configuration not stated) returned Casp1 inh 0%, ERK AVP inh -3%, HEK293 cAMP ctrl 17%, Caspase-7 inhib 1%, Tau fil binding -20%, TexasRed autofl inactive, FLuc inh -2%, HADH2 inh 2%, Fluorescein autfl inactive and Rhodamine fluor inactive.
For NC(=O)c1c(N)sc(=S)n1-c1ccccc1 the results were USP2a inhib -1%, Casp1 inh -1%, ERK AVP inh -5%, HEK293 cAMP ctrl -5%, Caspase-7 inhib -4%, Tau fil binding -6%, TexasRed autofl inactive, FLuc inh -1%, HADH2 inh -24%, Fluorescein autfl inactive and Rhodamine fluor inactive.
Screening COc1ccc(-c2nnc3sc(CN4C(=O)c5ccccc5C4=O)nn23)cc1 returned USP2a inhib 27%, Casp1 inh 1%, ERK AVP inh -12%, HEK293 cAMP ctrl 12%, Caspase-7 inhib 0%, Tau fil binding 14%, TexasRed autofl inactive, FLuc inh 0%, HADH2 inh -7%, Fluorescein autfl inactive and Rhodamine fluor inactive.
Screening COc1ccc(CCN(CC(=O)NC2CCCC2)C(=O)CCC(=O)Nc2cc(C)on2)cc1OC returned Casp1 inh 0%, ERK AVP inh 16%, HEK293 cAMP ctrl 5%, Caspase-7 inhib 2%, Tau fil binding -5%, TexasRed autofl inactive, FLuc inh 0%, HADH2 inh inconclusive, Fluorescein autfl inconclusive and Rhodamine fluor inactive.
O=C(COc1ccc2ccccc2c1)N1CCCC1 was read as USP2a inhib 0%, Casp1 inh 0%, ERK AVP inh 1%, HEK293 cAMP ctrl 16%, Caspase-7 inhib 1%, Tau fil binding -1%, FLuc inh -3% and HADH2 inh 3%.
For COc1cc(OC)c(CN2CCN(c3ccc(F)cc3)CC2)cc1Br the results were USP2a inhib 3%[7.66 µM], Casp1 inh -1%, ERK AVP inh inconclusive, HEK293 cAMP ctrl 5%[11.4 µM], Caspase-7 inhib -3%, Tau fil binding 64%[11.4 µM], FLuc inh 2% and HADH2 inh -1%[11.4 µM].
For NC(=O)CSc1nc2ccccc2n1Cc1ccccc1F the results were USP2a inhib -15%, Casp1 inh -2%, ERK AVP inh -19%, HEK293 cAMP ctrl 14%, Caspase-7 inhib -1%, Tau fil binding -6%, TexasRed autofl inconclusive, FLuc inh 3%, HADH2 inh 9%, Fluorescein autfl inactive and Rhodamine fluor inactive.
N=c1n(CCN2CCOCC2)c2ccccc2n1CC(O)COc1ccccc1 (configuration not stated) was read as USP2a inhib -2%, Casp1 inh 1%, ERK AVP inh 2%, HEK293 cAMP ctrl inconclusive, Caspase-7 inhib 3%, Tau fil binding 4%, TexasRed autofl inactive, FLuc inh -1%, HADH2 inh 18%, Fluorescein autfl inactive and Rhodamine fluor inactive.
For COc1ccc(CN2CCC(CNC(=O)NC3CCCCC3)CC2)cc1 the results were USP2a inhib 7%, Casp1 inh 2%, ERK AVP inh -11%, HEK293 cAMP ctrl 12%, Caspase-7 inhib 0%, Tau fil binding -2%, TexasRed autofl inactive, FLuc inh -2%, HADH2 inh 2%, Fluorescein autfl inactive and Rhodamine fluor inactive.
